# Screening data as filed in PubChem BioAssay.
# 12-LOX inh = ALOX12 (human) lipoxygenase inhibition | P18054 | purified 12hLO, xylenol orange hydroperoxide absorbance | Potency, µM (doses to about 108 µM), for inactives: at the highest dose activity change, negative = inhibition, hits mostly inhibitors | 1.1% of 580,000 active | AID 1671190; further: potency means the concentration at half of the fitted maximal effect; on the % scale 0 is the no-effect control and ±100 the full control effect
#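 Purified human 12hLO at 150 nM in 25 mM Hepes, 0.01% Triton X-100, pH 7.0, preincubated 15 min at room temperature with compound. Reaction started with 40 uM arachidonic acid, 30 min at room temperature. Hydroperoxide measured by Fe-xylenol orange, 573/405 nm absorbance ratio.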
# Anesthetic bind = binds horse apoferritin like a general anesthetic | Potency, µM (series often up to 77.5 µM), inactives show at the top dose activity change, negative = displacement, hits mostly inhibitors | 0.074% of 350,000 active | apoferritin/1-aminoanthracene competitive binding, fluorescence | P02791; further: potency means the concentration at half of the fitted maximal effect; on the % scale 0 is the no-effect control and ±100 the full control effect; nearly all actives have a fitted effect of over 20% in size
# Target sequence (P02791 2-175 limits assumed): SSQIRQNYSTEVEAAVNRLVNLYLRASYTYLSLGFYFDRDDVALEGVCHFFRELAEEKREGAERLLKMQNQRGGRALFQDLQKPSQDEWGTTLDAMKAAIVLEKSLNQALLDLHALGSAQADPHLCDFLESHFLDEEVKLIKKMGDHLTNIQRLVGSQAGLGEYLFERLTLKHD
#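 Probe: 1-aminoanthracene (50% saturated, PBS). Protein: horse-spleen apoferritin, 10 uM. Incubation: 10 min, room temperature. Detection: 380 nm excitation, 535 nm emission. Analysis: normalized response, four-parameter Hill.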
# POLK inh = blocks human DNA polymerase kappa activity; Q9UBT6; purified Pol kappa, fluorescent DNA synthesis assay, 10 min; 0.53% of 400,000 active; Potency, µM (highest dose often 107 µM), for inactives: at the highest dose activity, negative = inhibition, usual class: inhibitors; further: potency means the concentration at half of the fitted maximal effect; on the % scale 0 is the no-effect control and ±100 the full control effect
#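 Readout: fluorescence, taken kinetically at 0 and 10 min. Conditions: 10 nM Pol kappa, 15 min RT compound preincubation, 50 nM substrate final. Controls: enzyme-free buffer wells.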
# POLH inh = DNA polymerase eta (human) inhibition. Q9Y253. recombinant Pol eta, fluorescent DNA replication assay. Potency, µM (highest dose often 114 µM), inactives show at the top dose activity change, negative = inhibition, actives largely listed as inhibitors. 1.2% of 390,000 active; further: potency means the concentration at half of the fitted maximal effect; on the % scale 0 is the no-effect control and ±100 the full control effect
#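 Pol eta (10 nM) was preincubated with compounds for 15 min at room temperature, after which fluorescent replication substrate (50 nM final) was added to start the reaction. Fluorescence was read kinetically at 0 and 10 min.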
# APEX1 inh = APE1 (human) endonuclease inhibition; P27695; recombinant APE1, TAMRA/BHQ-2 abasic DNA cleavage fluorescence; Potency, µM (top dose mostly 65.8 µM), without a hit: at the highest dose activity change, negative = inhibition, most hits filed as inhibitors; 0.35% of 350,000 active; AID 2517;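 further: potency means the concentration at half of the fitted maximal effect; plate controls were vehicle for no effect and reference inhibitor for full effect; nearly all actives have a fitted effect of over 55% in size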
# Target sequence (P27695 whole entry, looked up): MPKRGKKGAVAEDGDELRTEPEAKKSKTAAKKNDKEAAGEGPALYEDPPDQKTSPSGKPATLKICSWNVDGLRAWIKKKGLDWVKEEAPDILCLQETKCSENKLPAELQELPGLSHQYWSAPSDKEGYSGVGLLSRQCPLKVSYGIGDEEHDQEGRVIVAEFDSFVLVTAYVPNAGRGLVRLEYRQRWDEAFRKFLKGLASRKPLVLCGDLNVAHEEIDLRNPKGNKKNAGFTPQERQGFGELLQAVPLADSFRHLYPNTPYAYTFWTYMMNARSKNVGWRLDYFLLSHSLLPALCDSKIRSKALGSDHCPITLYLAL
#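 APE1 at 0.75 nM final was preincubated with compound 15 min at room temperature, then 50 nM double-stranded THF abasic-site substrate (5'-TAMRA/3'-BHQ-2) was added. Fluorescence (ex 525/em 598 nm) was read kinetically; third-minus-first read gave activity.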
# LDHA inh = blocks human lactate dehydrogenase A; P00338; purified LDHA, NADH/diaphorase-resazurin fluorescence; active compounds read low; activity change, % (values are at about 110 or 230 µM); 0.15% of 480,000 active; AID 1347041; in the data active means activity change below about -30%; inconclusive means mostly about -25% to -30%;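 further: plate controls were DMSO wells for no effect and wells without enzyme for full effect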
#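 Human LDH5 at 2 nM final in Tris HCl pH 7.4 with 0.06 mM NADH and 0.2 mM pyruvate, reacted 5 minutes at room temperature. Remaining NADH coupled via diaphorase/resazurin; resorufin fluorescence read at 0 and 20 minutes, normalized to enzyme-free and DMSO wells.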
# POLB inh = DNA polymerase beta (human) inhibition. Pol beta primer extension/strand displacement, fluorescence kinetic. 1.3% of 340,000 active. AID 485314. P06746. Potency, µM (doses to about 114 µM), inactives show at the highest dose activity change, negative = inhibition, usual class: inhibitors; further: potency means the concentration at half of the fitted maximal effect; on the % scale 0 is the no-effect control and ±100 the full control effect
#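 Curves were derived by four-parameter Hill fits of normalized qHTS data. The kinetic fluorescent primer-extension read was taken at 0 and 10 min after 50 nM substrate, following a 15 min room-temperature preincubation of 10 nM enzyme with compounds.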
# RGS4 inhibitor = inhibitors of human regulator of G protein signaling 4 | P49798 | Transcreener GDP fluorescence polarization, RGS4-accelerated GTP hydrolysis | 0.039% of 390,000 active | Potency, µM (titrated, usually from 114 µM), inactives show at the top dose activity change, negative = inhibition, usual class: inhibitors; further: potency means the concentration at half of the fitted maximal effect; on the % scale 0 is the no-effect control and ±100 the full control effect; nearly all actives have a fitted effect of over 75% in size; some results filed as inactive show a strong effect at the top dose
#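 MLSMR compounds (23 nl, pin-transferred) preincubated 10 min at room temperature with a 500nM (2x) first reagent, then RGS4 at 900nM (2x) plus Transcreener GDP mix added; fluorescence polarization (620/688 nm) read before and after 90 min at 30 °C.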
# ERG-DNA inh = ERG Ets/DNA interaction inhibition. P11308. fluorescence polarization, His-ERG Ets domain / labelled DNA. Potency, µM (series often up to 76.9 µM), for inactives: at the highest dose FP activity, negative = inhibition, actives largely listed as inhibitors. 0.028% of 370,000 active; active means well fitted inhibition curve with a large enough effect in the polarisation, with a control signal flat; inconclusive means small, poorly fitted or top-dose-only effect, or effect the other way, or a change in a side signal; inactive means no such curve, though single readings can be large or run the other way; the % refers to the polarisation;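 further: polarization taken with two DNA probes labelled with fluorescein and Texas red; potency means the concentration at half of the fitted maximal effect; % of control where 0% means no effect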
# Target sequence (P11308 whole entry, looked up, the tested form may be a part): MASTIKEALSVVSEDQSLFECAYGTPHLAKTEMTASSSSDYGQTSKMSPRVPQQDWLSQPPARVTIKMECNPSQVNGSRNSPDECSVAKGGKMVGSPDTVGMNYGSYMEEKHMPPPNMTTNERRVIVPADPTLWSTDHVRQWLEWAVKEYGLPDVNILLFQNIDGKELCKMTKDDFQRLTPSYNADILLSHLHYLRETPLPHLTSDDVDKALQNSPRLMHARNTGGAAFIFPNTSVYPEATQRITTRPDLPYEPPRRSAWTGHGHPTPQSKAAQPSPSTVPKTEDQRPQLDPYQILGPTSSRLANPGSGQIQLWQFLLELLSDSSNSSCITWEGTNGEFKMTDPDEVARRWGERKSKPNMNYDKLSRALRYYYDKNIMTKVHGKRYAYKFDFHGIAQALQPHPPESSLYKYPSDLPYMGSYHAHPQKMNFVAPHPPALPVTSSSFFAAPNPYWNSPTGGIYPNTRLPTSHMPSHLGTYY
#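 His-tagged ERG Ets domain (1 uM in the protein solution; 300mM KCl, 50mM Tris-HCl, 1mM EDTA, 1mM DTT, pH 7.5) received compound, then a probe mix of 5 nM fluorescein-DNA and 100nM Texas-615-DNA. Fluorescence polarization was read for both dyes.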
# An asterisk follows results filed as active; u = inconclusive; x = not tested or not shown; [ ] = remark or other dose. Unless noted, the call rests on the fitted dose curve; in most records, active means well fitted curve in the direction sought with a large enough effect; inconclusive means small, poorly fitted or top-dose-only effect, or another doubt; inactive means no such curve, though single readings can be large; an effect the other way counts as inactive or inconclusive. This is a subset; count on the stated rates, not on these rows.
SMILES,12-LOX inh,Anesthetic bind,POLK inh,POLH inh,APEX1 inh,LDHA inh,POLB inh,RGS4 inhibitor,ERG-DNA inh
Nc1nc(-c2ccc3c(c2)OCCO3)c(CC(=O)O)s1,0%,-4%,-2%,-9%,7%,-4,-16%,-14%,8%
Cc1cc(C)nc(-n2nc(C)c3c2NC(=O)CC3c2cc(F)ccc2F)n1 (stereo not given),1%,1%,4%,-12%,x,-1,-1%,-4%,-6%
CC(=O)Nc1ccc(S(=O)(=O)Nc2ccc(NC(=O)c3ccco3)cc2)cc1,-11%,-12%,-8%,1%,12%,-15,0%,3%,x
CC(CC(=O)NCc1ccccc1)C1CCCO1 (stereo not given),6%,-3%,-4%,2%,1%,-3,10%,-10%,5%
CSCCC(NC(=O)c1ccccc1Cl)C(=O)N1CC(C)OC(C)C1 (stereo not given),224%[activator],x,-11%,-3%,4%,-8,x,38%,-5%
C[C@@H]1[C@H](c2ccccc2)Oc2ccc(Cl)cc2S(=O)(=O)N1CC1CCCN1C(=O)OC(C)(C)C (stereo not given in full),5%,x,1%,-22%,x,0,x,u,4%
COC(=O)C(Nc1ccccc1Cl)(c1cc(C)c(O)c(C)c1)C(F)(F)F (stereo not given),u,u,-7%,-8%,1%,4,-3%,3%,9%
NNC(=O)c1cccc(Cn2cc(Br)c([N+](=O)[O-])n2)c1,u,-5%,1%,-14%,-5%,0,12%,12%,-1%
FC(F)(F)c1cccc(-n2cccc2/C=N/n2cnnc2)c1,14µM*,-11%,-13%,-16%,4%,-14,-30%,-19%,-9%
CCOc1ccc(NC(=O)C(=O)NCCc2ccccc2)cc1,-11%,-7%,-3%,-10%,x,10,-28%,3%,3%
Cc1ccc(CC(=O)N(C)CC(=O)Nc2ccc(N3CCOCC3)cc2)cc1C,-11%,x,-4%,-3%,32%,1,x,1%,3%
CC(=O)Nc1nonc1-c1nc2ccccc2n1Cc1ccccc1Br,-7%,u,-16%,x,x,4,u,-25%,3%

# Part of the list above, with tabs:
SMILES	12-LOX inh	Anesthetic bind	POLK inh	POLH inh	APEX1 inh	LDHA inh	POLB inh	RGS4 inhibitor	ERG-DNA inh
CC(CC(=O)NCc1ccccc1)C1CCCO1 (stereo not given)	6%	-3%	-4%	2%	1%	-3	10%	-10%	5%
CSCCC(NC(=O)c1ccccc1Cl)C(=O)N1CC(C)OC(C)C1 (stereo not given)	224%[activator]	x	-11%	-3%	4%	-8	x	38%	-5%
C[C@@H]1[C@H](c2ccccc2)Oc2ccc(Cl)cc2S(=O)(=O)N1CC1CCCN1C(=O)OC(C)(C)C (stereo not given in full)	5%	x	1%	-22%	x	0	x	u	4%
COC(=O)C(Nc1ccccc1Cl)(c1cc(C)c(O)c(C)c1)C(F)(F)F (stereo not given)	u	u	-7%	-8%	1%	4	-3%	3%	9%
NNC(=O)c1cccc(Cn2cc(Br)c([N+](=O)[O-])n2)c1	u	-5%	1%	-14%	-5%	0	12%	12%	-1%

# Following part
SMILES,12-LOX inh,Anesthetic bind,POLK inh,POLH inh,APEX1 inh,LDHA inh,POLB inh,RGS4 inhibitor,ERG-DNA inh
CCOc1nc(Nc2ccc(OC)cc2)nc(N2CCOCC2)n1,-5%,-3%,-3%,9%,-1%,-10,-1%,13%,-8%
Oc1ccccc1C1=Nc2ccccc2N=C(c2cccs2)C1,15%,288%[activator],6%,-10%,13%,-3,34%,-15%,0%
C=CCOc1ccc(C2NC(=S)NC3=C2CCc2ccccc23)cc1 (stereo not given),u,7%,-9%,-18%,-5%,4,-15%,-42%,4%
CCn1cc(C=C2C(=O)c3ccccc3C2=O)c2ccccc21,-6%,-13%,-12%,-16%,-2%,4,5%,-34%,0%
Cc1cccc(OCC(=O)Nc2cccc(O)c2)c1,u,0%,-5%,-7%,-2%,-3,-1%,-17%,-2%
CC(C)C(=O)OCC(=O)Nc1ccc2c(c1)CCC2,u,u,-4%,-6%,12%,-7,5%,11%,0%
CCN1CCN(C(=O)c2cc(S(=O)(=O)Nc3ccc(S(C)(=O)=O)cc3)ccc2Cl)CC1,u,0%,-3%,-16%,u,0,30%,-43%,10%
C/C(CCc1ccccc1)=N\NC(=O)c1ccccc1,-12%,-3%,-4%,8%,-3%,-9,36%,26%,1%
CCc1ccc(-n2c(=O)c3cccnc3n2CC(=O)Nc2ccccc2C(F)(F)F)cc1,2%,261%[activator],1%,-12%,x,-16,2%,3%,-11%
COCCN1Cc2cccc(C(=O)Nc3cc(OC)ccc3OC)c2C1=O,-9%,-10%,-5%,-21%,-1%,-4,17%,-17%,-12%
Cc1ncc(CN2CCN(C(C)C)C(CCO)C2)s1 (stereo not given),-11%,-9%,-9%,0%,21%,-3,u,17%,0%
Cc1ccc(/C=C/c2onc(C)c2S(=O)(=O)N2CCC(C(=O)Nc3cccc(C#N)c3)CC2)cc1,-12%,-7%,-8%[60.1 µM],3%,x,-11,-1%,9%,1%
CCCCn1c(N)c(N(CC(C)C)C(=O)c2ccc([N+](=O)[O-])o2)c(=O)[nH]c1=O,-10%,x,-1%,-17%,2%,-17,x,-3%,38%[activator]
O=S(=O)(c1cccc2nsnc12)N1CCN(C/C=C\c2ccccc2)CC1,-16%,u,-7%,-3%,-2%,4,-14%,-7%,x
O=C(Cn1c(C(F)(F)F)nc2ccccc21)NCCN1CCCC1,6%,-12%,17%,-8%,-4%,-5,29%,-5%,2%
O=C(CNCc1ccccc1)Nc1cccc(Cl)c1Cl,2%,-10%,-9%,-1%,-4%,-13,-12%,15%,18%
COc1ccc(NC(=O)CCc2c(C)nn(-c3ccc(N4CCCCC4)nn3)c2C)cc1Cl,0%,-12%,-17%,-5%,x,-2,-10%,4%,2%
Cc1ccnc(NS(=O)(=O)c2ccc(NC(=O)c3oc4ccc(F)cc4c3C)cc2)n1,-31%,-8%,4%,-11%,-1%,-3,18%,-9%,-14%
Cc1cc(NC(=O)CSc2nc3c([nH]c4ccccc43)c(=O)n2-c2cccc(C(F)(F)F)c2)no1,x,6%,2%,-15%,u,-1,-8%,-29%,18%
CC(C)CC(c1nnnn1C1CCCCC1)N1CCN(c2ncccn2)CC1 (stereo not given),-30%,-8%,-6%,-2%,0%,-5,10%,6%[56.9 µM],2%
O=[N+]([O-])c1ccc(N2CCCCC2)nc1N1CCCCC1,-1%,-12%,-9%,u,0%,1,u,-19%,4%
CCC(Sc1nc2ncccc2[nH]1)C(=O)NCCc1ccccc1 (stereo not given),14%,-14%,-6%,-3%,-1%,-4,-1%,24%,-10%
Cc1ccc(S(=O)(=O)N(C)c2ccc(OC(=O)c3cccs3)cc2)cc1,-26%,x,-8%,-22%,39%[activator],0,x,14%,-3%
Cc1cc(C)c(NC(=O)CCCN2CCCC2)c(C)c1,15%,-4%,-1%,-24%,12%,-1,10%,16%,10%
CCOc1ncccc1C(=O)OCC(=O)Nc1ccc(C(C)C)cc1,1%,-16%,-7%,-7%,8%,-1,5%,13%,0%
Cc1onc(C(=O)N2CCC(Cc3ccccc3)CC2)c1[N+](=O)[O-],3%,-4%,8%,-10%,59%[activator],0,8%,2%,-9%
CN(C)c1ccc(CNC(=O)c2cccn2-c2nnc(N3CCCCC3)s2)cc1,-19%,4%,14%,-10%,x,5,22%,22%,1%
Cc1ccc(C(=O)N/C(=C\c2ccco2)C(=O)NCCCn2ccnc2)cc1C,11%,4%,-2%,0%,2%,0,2%,4%,x
CCN1CCN(C(=O)c2nn(-c3ccc(OC)cc3)c(=O)c3c2c2ccccc2n3C)CC1,-14%,-2%,-8%,-6%,-3%,-5,15%,-1%,-5%
Cc1[nH]c2c([N+](=O)[O-])cccc2c1C,205%[activator],5%,-6%,-5%,-5%,-8,3%,9%,-10%
CC(C)NC(=O)C(Sc1ccccc1)c1ccccc1 (stereo not given),0%,-11%,-16%,8%,3%,-1,4%,32%,-2%
COCCNC(=O)CN1CCC(NC(=O)Nc2ccc(C(F)(F)F)cc2)CC1,0%,-9%,-5%,-3%,5%,2,6%,3%,4%
CCc1ccc(OCc2nnc(SCC(=O)NCc3ccco3)o2)cc1,-20%,4%,-6%,11%,0%,-4,0%,15%,7%
Cc1ccc(-c2c(CC(=O)O)c(C)nc3sc4c(c23)CCCC4)cc1,u,-11%,-7%,-7%,7%,-3,7%,6%,0%
N#C/C(=C\c1c[nH]c2ccccc12)C(=O)NC1CC1,u,-21%,-11%,-4%,7%,4,21%,-8%[56.9 µM],-4%

# An excerpt from above, reduced to ERG-DNA inh, POLB inh and RGS4 inhibitor:
mol	ERG-DNA inh	POLB inh	RGS4 inhibitor
Cc1ccc(C(=O)N/C(=C\c2ccco2)C(=O)NCCCn2ccnc2)cc1C	x	2%	4%
CC(C)NC(=O)C(Sc1ccccc1)c1ccccc1 (stereo not given)	-2%	4%	32%
